Pf Dd2 inh: inhibitors of Plasmodium falciparum Dd2 growth; P. falciparum Dd2 growth, SYBR Green, 72 h; Potency, µM (top dose mostly 28.9 µM), inactives show top-dose activity, negative = inhibition, actives largely listed as inhibitors; 120,000 compounds, 4.3% hits; AID 1347417; active means well fitted inhibition curve with a large enough effect; inconclusive means small, poorly fitted or top-dose-only effect; inactive means no such curve, though single readings can be large or run the other way;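 further: plate controls were DMSO vehicle for no effect and reference drug for full effect; nearly all actives have a fitted effect of over 65% in size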
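Infected erythrocytes (Dd2, 0.3% parasitemia, 2.5% hematocrit final) are added to compound in RPMI-1640/Albumax II medium, grown 72 h at 37C in low oxygen, then lysed with saponin/Triton-X containing SYBR Green and read by fluorescence.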
Active calls of the source: *; i = inactive; ? = inconclusive; [ ] = dose if it differs, or a comment. Potency means the concentration at half of the fitted maximal effect. Some of the compounds tested; count on the stated rates, not on these rows.

item	Structure	Pf Dd2 inh
1	O=C1NCc2ccccc2CC12CCCN2Cc1cc(F)ccc1F (stereo not given)	?
2	O=C(NCc1cccc(F)c1)c1c(OCC2CC2)cc(=O)n2c1CCCCC2	3.3%
3	Cc1noc(C)c1C(=O)N1Cc2ccccc2CC2(CCCN2C)C1 (stereo not given)	?
4	COc1ccc2[nH]c(=O)c(CCC(=O)N3CCN(c4ccccn4)CC3)cc2c1	?
5	CCCCc1nc2ccccc2c(=O)n1-c1cccc(OC)c1	i
6	F[C@@H]1CN(C2CCOCC2)C[C@@H]1OCc1nc2ccccc2[nH]1	35.7%[activator][44.1 µM]
7	Cc1ccc(CNC(=O)[C@H]2CN(Cc3ccccc3)C[C@H]2C(=O)O)o1	10.7%
8	CSc1cccc(NC(=O)c2cc3c(N4CCCC4)nc(C)cn3n2)c1	-5.2%
9	Cc1ccc(NC(=O)Nc2ccccc2)c(=O)n1CC(=O)NCC1CCCO1 (stereo not given)	-12.8%
10	Cc1nnc(N2CCCC(C(=O)Nc3cccc(C(F)(F)F)c3)C2)c2nn(-c3ccccc3)c(C)c12 (stereo not given)	i
11	CC1=C[C@@H](CNC(=O)CCC(=O)O)[C@H](C(C)C)C[C@H]1Cc1nc2ccccc2[nH]1	14.7%[44.1 µM]
12	COCCNC(=O)C1CCCN(c2nc3ncccc3o2)C1 (stereo not given)	-12.4%[44.1 µM]
13	Cn1cnc(S(=O)(=O)N2CCCN(CC3CCCCC3)CCNC(=O)CC2c2ccccc2)c1 (stereo not given)	i
14	CS(=O)(=O)N1CCc2ccc(C(=O)Nc3ccc(F)cc3Cl)cc21	-12.5%
15	O=C(c1ccc(F)cc1F)N1CCN(c2cc(-c3ccc(F)cc3)[nH]n2)CC1	-15.2%
16	CCOc1ccc(C(=O)N2CCC[C@H]2c2nc(-c3ccc(OC)cc3)no2)cc1OCC	i

Brought forward from above: 2 compounds, followed by the next part.
item	Structure	Pf Dd2 inh
15	O=C(c1ccc(F)cc1F)N1CCN(c2cc(-c3ccc(F)cc3)[nH]n2)CC1	-15.2%
16	CCOc1ccc(C(=O)N2CCC[C@H]2c2nc(-c3ccc(OC)cc3)no2)cc1OCC	i
17	CN(C)CCNC(=O)c1nc2nc(-c3ccccc3)c(Nc3ccc(F)cc3)cc2n1C	7.08µM*
18	Cc1cc(C(=O)N2CCCCCCNC(=O)[C@@H]3C[C@@H](c4nc(-c5cccnc5)no4)C[C@@H]32)nn1C	?
19	O=C(NCCc1nccc(-c2ccccc2)n1)C1NCCc2[nH]cnc21 (stereo not given)	-13.5%
20	CC(C)(Oc1nn(CC2CC2)c2ccc(CN3CCCC3)cc12)C(=O)NCC(F)(F)F	12.6µM*
21	CCc1nc2c(c(-c3ccc(O)cc3)n1)CCN(Cc1ccccn1)CC2	?
22	N#Cc1cccc(C(=O)N2CCOCCNC(=O)CC2)c1	13.7%
23	O=S(=O)(c1cccnc1)N1[C@H]2CC[C@@H]1c1cnc(-c3ccc(F)cc3)nc1C2	i
24	CC(C)CNC(=O)N(C)CC1CCOCC1	i
25	CC(c1cccs1)N(C)C(=O)Cc1ccccn1 (stereo not given)	10.2%[44.1 µM]
26	COc1ccc(-c2nc3scc(CCNS(=O)(=O)c4ccc5c(c4)OCCO5)n3n2)cc1OC	-1.9%
27	CN(CC1(CO)CCOCC1)C(=O)c1cc(COc2ccccc2)[nH]n1	-3.7%
28	COc1ccc(-c2nc3sc(CCNC(=O)C(=O)Nc4ccc(OC)c(OC)c4)c(C)n3n2)cc1	5.6%
29	O=C1CCN(C(=O)c2ccc3ccccc3n2)CCOCCN1	4.4%
30	O=C(c1ccno1)N1CCN2C(=O)N(Cc3cccnc3)C[C@H]2C1	8.6%[44.1 µM]
31	CCS(=O)(=O)N1CCc2cc(C(=O)NC(C)c3ccccc3)ccc21 (stereo not given)	?
32	Cc1ccc(NC(=O)N[C@@H]2C=C(C(=O)N[C@H](Cc3ccccc3)C(N)=O)C[C@@H](O)[C@@H]2O)cc1	29.5%
33	CN1CCCCCCN(C(=O)c2ccsc2)[C@H]2CCC[C@H]2C1=O	-21.0%
34	COCCc1noc([C@@H]2CN(Cc3cccc(OC)n3)C[C@H]2CO)n1	-20.9%
35	CCOc1ccc(CC(=O)N2CCC(Cc3nc(-c4ccccc4)no3)CC2)cc1	-8.7%
36	COc1ccc(CCC(=O)N2CCC3(CC2)NCCc2c3[nH]c3ccc(OC)cc23)cc1	?
37	COc1ccccc1-c1cc(-c2cn[nH]c2)c2onc(C)c2n1	i
38	Cc1cccc(NC(=O)C2CCN(C(=O)c3ncn4c3COC(c3ccc(F)cc3)C4)CC2)c1C (stereo not given)	i
39	O=C(O)CCC1CCN(C(=O)c2ccccc2F)CC1	3.0%
40	Cc1ncc2c(n1)C[C@@H]1CC[C@H]2N1S(=O)(=O)c1ccc(F)c(C)c1	-16.0%
41	Cc1cccc(C(=O)Nc2sc3c(c2C(=O)NC(C)C)CCCC3)c1	?
42	CCOc1ccccc1NC(=O)C1CCN(S(=O)(=O)c2ccc3[nH]c(=O)oc3c2)CC1	-21.8%
43	COCCCNS(=O)(=O)c1cc(-c2onc(C)c2C)ccc1OC	-7.5%
44	CC(=O)N1CCCN(CC[C@H]2CN(C(=O)c3ccnc(Cl)c3)CC[C@H]2CC(=O)O)CC1	40.3%[activator]
45	COCCOCc1nc(C2CCCCN2C(=O)c2ccncc2)no1 (stereo not given)	14.0%
46	Cc1ccc(Nc2cc(C)nc(-n3nc(C)cc3C)n2)cc1	?
47	CCN(CC)C(=O)[C@@H]1CCC[C@@H](NCc2nccs2)CN(C)C(=O)C1	-11.5%[44.1 µM]
48	COCCCNC(=O)C(NC(=O)c1ccccc1C)C1CCN(C(=O)c2cccs2)CC1 (stereo not given)	-21.5%
49	CC(Oc1ccccc1)C(=O)NCCc1noc(-c2ccncc2)n1 (stereo not given)	i
50	COc1ccc(CCNC(=O)CC(c2cccc3c2OCO3)c2c[nH]c3ccccc23)cc1OC (stereo not given)	-17.8%
51	O=C(NCc1nnc2cc(-c3nc(C4CC4)no3)ccn12)c1ccoc1	-22.4%
52	CN(CCc1ccccn1)C[C@H]1CN2CC[C@H]1C[C@@H]2CNC(=O)Nc1ccsc1	i
53	Cc1cc(NC(=O)c2ccc3c(c2)N(Cc2cccc(Cl)c2)C(=O)c2ccccc2S3=O)ccc1Br (stereo not given)	10µM*
54	CCCCSCCCNC(=O)c1cn(C)c2ccc(S(=O)(=O)N3CCCCCC3)cc2c1=O	i
55	O=S(=O)(c1ccccc1)N1CCC(n2cnnc2C2CC2)CC1	9.7%
56	COCCOC1CCN(C(=O)Nc2ccc(OC)cc2)CC1	46.5%[activator]
57	O=C(NC1CC1)[C@@H]1C[C@H](Oc2cccnc2)CN1C(=O)CCC1CCCC1	-9.8%
58	Cn1cccc1CN1CCC2(CC1)CNc1ccccc1[S+](=O)([O-])N2	-10.3%
59	CC(C)c1noc(-c2cn(C3CCN(C(=O)Cc4ccc(Br)cc4)C3)nn2)n1 (stereo not given)	i
60	N#Cc1cccc(NC(=O)COc2ccc(-c3nnc4n3CCCC4)cc2)c1	?
61	CCc1nn2c(-c3ccccc3OC)ccnc2c1-c1ccccc1	-9.9%
62	O=c1n(-c2ccncc2)nc2n1CCN(Cc1ccccc1)C2	-2.6%[44.1 µM]
63	COc1cc2c(cc1CNC(=O)C1CC(=O)N(Cc3cccnc3)C1)CCC2 (stereo not given)	?
64	COCc1ncc(C)n1CCNC(=O)c1cc(-c2cc(C)ccc2C)n[nH]1	-22.9%
65	CN(C(=O)CSc1nc2ccc(NC(=O)COc3ccc(Cl)cc3)cc2s1)c1ccccc1	i
66	Cc1cccc(OCCc2noc(C3CCCCN3C(=O)c3ccc(C)nc3)n2)c1 (stereo not given)	-21.6%
67	CCC(=O)Nc1ccc(-c2nnc3n2CCCC3)cc1	21.0%
68	CCc1ccccc1S(=O)(=O)N1CCC(n2cnnc2C(C)C)CC1	-7.1%
69	CCC(C)NC(=O)c1cnn(-c2cccc(F)c2)c1-n1cccc1 (stereo not given)	i
70	COCc1nc(CCNC(=O)c2ccc(OC)nc2)no1	5.5%
71	O=C(NCCN1CCCCC1)c1ccc(N2CC3CC(C2)[C@H]2CCCC(=O)N2C3)nc1 (stereo not given in full)	-16.4%
72	N#Cc1ccc(CN2C[C@@H](CO)[C@H](c3ccccn3)C2)cc1	?

More results:
item	Structure	Pf Dd2 inh
73	Cc1ccc2nc(NCc3ccc(F)cc3)c3nncn3c2c1	i
74	O=C1Nc2ccccc2C12CN(Cc1ccc(F)cc1)C2	?
75	COc1nc2c(cc1CNC(=O)CC1CCC(=O)N1)C(=O)N(C1CCCC1)C2 (stereo not given)	-11.0%
76	O=C(c1ccncc1)N1CCCC(COc2ccccc2C(=O)N2CCCCC2)C1 (stereo not given)	i
77	Cc1cnc(=O)[nH]c1SCC(=O)Nc1cc(C(F)(F)F)ccc1Cl	4.9%
78	COc1cc2c(cc1OC)C(c1cc(OC)c(O)c(OC)c1)CC(=O)N2 (stereo not given)	11.8%
79	COc1cccc2c1OCC(CNC(=O)c1sc(C)nc1C)C2 (stereo not given)	-21.9%
80	CO[C@@H]1COCC[C@H]1NC(=O)CN(c1ccc(C)cc1)S(C)(=O)=O	-5.0%
81	COc1ccc(OC)c(NC(=O)Cn2ccn3nc4c(c3c2=O)CCCCC4)c1	i
82	Cc1nonc1CN(C)C(=O)C1CCCN(C2CCN(C(=O)C3CC3)CC2)C1 (stereo not given)	-12.8%
83	Cc1cc(C)c2c(=O)cc(C(=O)Nc3nc4ccc(F)cc4s3)oc2c1	31.0%[activator]
84	O=C(Nc1cccc(C(=O)OCc2cc(=O)n3c4c(sc3n2)CCCC4)c1)c1ccccc1	i
85	COc1ccc(NC(=O)COCc2cc(-c3cccs3)on2)cc1	27.4%
86	COc1ccc(C2Cn3nnc(-c4nc(-c5ccccc5Br)no4)c3CO2)cc1 (stereo not given)	-5.7%
87	COc1ccc(N2C(=O)C3(CCCCC3)C2C(=O)NCCc2ccncc2)cc1 (stereo not given)	10.0%
88	CN(C)C(=O)c1ccc(OC2CCN(C(=O)c3ccc(F)cc3)CC2)nc1	i
89	COc1ccc(CN2C=C(C(=O)OCc3noc(C4CCCC4)n3)C(C)=NS2(=O)=O)cc1	?
90	COC(=O)c1cc(CN2CCCC(O)(CN(C)C)C2)ccc1O (stereo not given)	-19.5%
91	Cc1ccc(C(=O)Nc2ccccc2)cc1S(=O)(=O)Nc1ccc(Br)cc1	12.0%
92	CCOc1ccccc1N1CC(c2nc3ccccc3n2CCOc2ccc(C(C)(C)C)cc2)CC1=O (stereo not given)	-23.7%
93	CC(C)(C)C(=O)NCCc1nc2ccccc2n1CCCCOc1ccccc1	?
94	COCC(=O)Nc1ccc([C@H]2OCC(=O)N(Cc3scnc3C)[C@@H]2CO)cc1	6.4%[44.1 µM]
95	CN(Cc1ccco1)C(=O)c1ccc(-c2ccc(N3CCCCCC3)nc2)cc1	-19.1%
96	O=C(CC1CCCN(c2cn[nH]c(=O)c2)C1)NCc1cc(F)cc(F)c1 (stereo not given)	i
97	CCOc1ccc(NC(=O)CC2C(=O)N(c3ccc(OC)cc3)C(=O)N2C2CCCCC2)cc1 (stereo not given)	9.1%
98	CC(C)c1nc(CN(C)C(=O)C2CCC(=O)N(C3CCCC3)C2)cs1 (stereo not given)	-9.7%
99	Cc1nc(-c2ccccc2)n(Cc2cccc(C(F)(F)F)c2)c(=O)c1CCO	i
100	Cc1ccc(C)c(N2CCN(C(=O)C3CCCN(S(=O)(=O)c4cccc5nonc45)C3)CC2)c1 (stereo not given)	?
101	COCCNC(=O)[C@@H]1C[C@H](Oc2cccnc2)CN1C(=O)COc1ccccc1	10.9%
102	COc1ccc(C(=O)N[C@@H]2CCC[C@@H]2C(=O)N2CCN(C(C)C)CC2)cn1	?
103	COc1ccc(C(=O)N2CC(C(=O)NC3CCCCC3)C3(CCOCC3)C2)cc1 (stereo not given)	7.6%
104	CCc1csc(CNC(=O)c2ccc(OCC3(C)CCCNC3)nc2)n1 (stereo not given)	i

Reprinted from the part before: four entries, then new ones.
item	Structure	Pf Dd2 inh
101	COCCNC(=O)[C@@H]1C[C@H](Oc2cccnc2)CN1C(=O)COc1ccccc1	10.9%
102	COc1ccc(C(=O)N[C@@H]2CCC[C@@H]2C(=O)N2CCN(C(C)C)CC2)cn1	?
103	COc1ccc(C(=O)N2CC(C(=O)NC3CCCCC3)C3(CCOCC3)C2)cc1 (stereo not given)	7.6%
104	CCc1csc(CNC(=O)c2ccc(OCC3(C)CCCNC3)nc2)n1 (stereo not given)	i
105	CC(C)(N)CN1CCOCC1	0.9%[115 µM]
106	O=C(c1cccc(Cl)c1)N1CCCC(c2nn(-c3cccc(Cl)c3)c(=O)[nH]2)C1 (stereo not given)	i
107	COc1cc2c(cc1NS(C)(=O)=O)C(c1cccc3nsnc13)CC(=O)N2 (stereo not given)	-2.5%
108	CC(=O)Nc1ccc(S(=O)(=O)N[C@H]2C[C@@H](c3nc(C)no3)N(C)C2)cc1	11.0%[44.1 µM]
109	O=C(Cn1c(=O)c2sccc2n(CC(=O)Nc2ccc(Cl)cc2Cl)c1=O)NCCc1ccccc1	0.4%
110	Cc1ccccc1Cn1c(-c2cccs2)nc2ccccc21	?
111	Cc1ccc(CN2CCc3nc(N4CCOCC4)[nH]c(=O)c3CC2)cc1C	i[5.79 µM]
112	Cc1cnc(C(=O)N2CCCCCC2CN2CCCC2)cn1 (stereo not given)	-17.4%
113	COCCC1(NC(=O)C2CC2)CCN(C(=O)C2CC2)CC1	5.0%
114	COc1ccc(-c2ccccc2)cc1N1C(=O)[C@@H]2C[C@H]1CN2C(=O)[C@H](N)C(C)C	-2.1%
